Assay outcomes deposited in PubChem BioAssay by NMMLSC.
ABCB1 block: ABCB1 efflux pump inhibitors, primary screen, cell-based, multiplex, flow cytometry, ABCG2 counter-screen | ATP-dependent translocase ABCB1 (Homo sapiens), P08183 | CCRF-Adr cells, JC-1 efflux | inhibition, % at 6.6 µM | 190,000 compounds, 0.067% hits; in the data active = inhibition above about 40%;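 also: 0% = vehicle and 100% = reference inhibitor; higher value means more JC-1 retained so stronger ABCB1 efflux block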
Bcl-2 Bim block: inhibitors of Bim-Bcl-2 binding, primary screen, biochemical, multiplexed, human Bcl-2 family. Apoptosis regulator Bcl-2 (Homo sapiens), P10415. Bead-based flow cytometry, Bim peptide-Bcl-2 binding. inhibition, % at 10 µM. 190,000 compounds, 0.06% hits; in the data active = inhibition above about 40%; inconclusive = no clear call, values can overlap the other calls;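 also: 0% = no compound wells with probe peptide and 100% = reference peptide inhibitor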
Bcl-B Bim block: inhibitors of Bim-Bcl-B binding, primary screen, biochemical, multiplexed, human Bcl-2 family; 190,000 compounds, 0.073% hits; bead-based flow cytometry, Bim peptide-Bcl-B binding; inhibition, % at 10 µM; AID 951, 2007;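 also: 0% = tracer peptide without compound and 100% = reference inhibitor peptide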
Target sequence (Q9HD36 whole entry, looked up): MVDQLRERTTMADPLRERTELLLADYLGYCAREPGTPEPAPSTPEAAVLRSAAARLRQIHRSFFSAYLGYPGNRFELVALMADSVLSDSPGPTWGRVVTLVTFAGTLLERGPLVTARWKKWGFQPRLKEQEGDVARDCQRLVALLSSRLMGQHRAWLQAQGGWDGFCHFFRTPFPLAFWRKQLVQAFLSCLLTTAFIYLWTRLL
GSH fluor: compound fluorescence on glutathione beads, profiling panel, artefact control, biophysical, 488/530 nm, flow cytometry; GSH beads flow cytometry, compound fluorescence 488/530 nm; hits give high values; fluorescence (KMESF) at 10 µM; 190,000 compounds, 0.25% hits; AID 1776, 2009; in the data active = fluorescence above about 89;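 also: glutathione beads carrying GST-tagged Bcl family fusion proteins plus one bare bead set; values are compound well signal with DMSO vehicle wells as background; inactives centre near 16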
RGS4-Gao reg: modulators of RGS4 binding to Galphao, primary screen, biochemical, multiplexed bead flow cytometry. AID 1415, 2008. 220,000 compounds, 0.33% hits. binding response (% of control), % at 10 µM. actives lie on both sides; in the data active = binding response below about 49% or above about 150%; inactive = in between;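 also: fluorescent Galphao activated with aluminum fluoride binding bead-coupled RGS4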
Target sequence (P09471 whole entry, looked up): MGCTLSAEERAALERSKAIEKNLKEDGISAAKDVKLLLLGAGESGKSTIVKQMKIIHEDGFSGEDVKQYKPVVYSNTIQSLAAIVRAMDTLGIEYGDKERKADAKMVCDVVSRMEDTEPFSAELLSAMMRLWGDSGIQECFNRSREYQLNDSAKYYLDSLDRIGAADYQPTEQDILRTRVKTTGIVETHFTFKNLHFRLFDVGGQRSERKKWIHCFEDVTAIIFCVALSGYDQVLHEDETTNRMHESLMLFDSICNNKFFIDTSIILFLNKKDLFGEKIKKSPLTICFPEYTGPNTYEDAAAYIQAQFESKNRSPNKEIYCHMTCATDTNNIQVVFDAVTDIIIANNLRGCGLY
Bim-Bfl-1: inhibitors of Bim binding to Bfl-1, primary screen, biochemical, multiplexed, bead-based flow cytometry; AID 1008, 2008; Bim-Bfl-1 binding inhibition; Bcl-2-related protein A1 (Homo sapiens), Q16548; inhibition, % at 10 µM; 190,000 compounds, 0.12% hits;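 also: 0% = wells without compound plus tracer and 100% = blocker peptide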
Bim-Bcl-XL: inhibitors of Bim-Bcl-XL binding, primary screen, biochemical, multiplexed, bead flow cytometry, human Bcl-XL | Bcl-2-like protein 1 (Homo sapiens), Q07817 | Bim peptide-Bcl-XL binding, fluorescence | inhibition, % at 10 µM | 190,000 compounds, 0.04% hits
Target sequence (Q07817 whole entry, looked up): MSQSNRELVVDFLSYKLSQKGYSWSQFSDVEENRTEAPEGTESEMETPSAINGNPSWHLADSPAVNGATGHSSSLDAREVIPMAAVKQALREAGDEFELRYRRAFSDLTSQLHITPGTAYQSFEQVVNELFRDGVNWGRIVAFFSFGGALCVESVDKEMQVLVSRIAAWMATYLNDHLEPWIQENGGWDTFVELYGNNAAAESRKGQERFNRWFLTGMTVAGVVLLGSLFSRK
ABCG2 inh: ABCG2 efflux pump inhibitors, primary screen, multiplex with ABCB1, IgMXP3 cells, flow cytometry | JC-1 efflux | inhibition, % at 6.6 µM | 190,000 compounds, 0.1% hits;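 active = inhibition above 80%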;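 also: 0% = DMSO and 100% = nicardipine control wells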
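Test system: IgMXP3 (ABCG2) plus far-red-tagged CCRF-Adr (ABCB1) cells. Reagent: JC-1 dye as substrate. Timing: 10 min exposure at 25 °C with rotation, no wash. Measured by: flow cytometric JC-1 green MFI at 530 nm. Read-out: percent efflux inhibition, scaled nicardipine 100% to DMSO 0%. Control set: nicardipine and DMSO wells.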
RGS8-Gao: RGS8-Galphao binding modulators, primary screen, biochemical, multiplexed bead flow cytometry; Guanine nucleotide-binding protein G(o) subunit alpha (Homo sapiens), P09471; actives lie on both sides; response (percent of control binding), % at 10 µM; 220,000 compounds, 0.34% hits; AID 1423, 2008; in the data active = response below about 60% or above about 140%; inactive = in between;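 also: Galphao activated as the GDP aluminium fluoride complex binding bead-coupled RGS8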
Bcl-W Bim block: inhibitors of Bim binding to Bcl-W, primary screen, biochemical, multiplexed, bead-based flow cytometry; Bcl-2-like protein 2 (Homo sapiens), Q92843; Bim peptide-Bcl-W binding; inhibition, % at 10 µM; 190,000 compounds, 0.02% hits;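 also: 0% = bound tracer without compound and 100% = peptide blocker; higher means less fluorescent Bim peptide bound to Bcl-W beads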
Target sequence (Q92843 whole entry, looked up): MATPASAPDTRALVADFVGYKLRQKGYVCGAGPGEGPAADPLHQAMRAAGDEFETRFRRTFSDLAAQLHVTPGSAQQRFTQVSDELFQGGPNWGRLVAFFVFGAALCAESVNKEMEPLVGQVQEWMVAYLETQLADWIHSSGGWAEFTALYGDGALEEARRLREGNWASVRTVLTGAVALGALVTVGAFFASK
RGS7-Gao reg: RGS7-Galphao binding modulators, primary screen, biochemical, multiplexed bead flow cytometry; actives lie on both sides; binding response (% of control), % at 10 µM; 220,000 compounds, 0.35% hits; AID 1439, 2008; in the data active = binding response below about 49% or above about 150%; inconclusive = no clear call, values can overlap the other calls; inactive = in between;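 also: fluorescent Galphao held in activated GDP-AlF4 state binding bead-coupled RGS7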
The depositor's hits bear a star; ? = inconclusive; [ ] = another dose, or the depositor's remark. Rule as the data show it, unless noted: active = inhibition above about 40%.

SMILES	ABCB1 block	Bcl-2 Bim block	Bcl-B Bim block	GSH fluor	RGS4-Gao reg	Bim-Bfl-1	Bim-Bcl-XL	ABCG2 inh	RGS8-Gao	Bcl-W Bim block	RGS7-Gao reg
COc1cccc(/C=C2\SC(=S)N(CC3CCCO3)C2=O)c1 (configuration not stated)	-0.2	-8	-18	15	98	-4	-10	3	97	-3	98
CCOC(=O)c1ccc(NC(=O)c2ccccc2C)cc1	0.4	-3	-2	8	101	-2	-7	3	98	-2	96
CC(=O)NC(=S)Nc1cccc([N+](=O)[O-])c1	0.3	1	-4	13	96	-5	-4	3	99	-5	100
COc1ccc(NC(=O)C2CCC(C(C)(C)C)CC2)cc1S(=O)(=O)N1CCCCC1 (configuration not stated)	0.5	-10	-5	9	102	-20	-2	-1	99	-3	98
CCN1C(=O)N(CC)C2C1N(CO)C(=O)N2CO (configuration not stated)	-0.2	-2	-3	10	101	-5	-2	-1	104	-1	100
Cc1ccc(NCC(=O)c2ccc([N+](=O)[O-])cc2)cc1	0.4	0	-4	8	99	4	-2	2	102	-1	101
CC1(C)Cc2nc3sc4c(=O)n(Cc5ccccc5)cnc4c3cc2CS1	-0.2	9	10	5	98	11	7	1	102	10	102
Cc1ccc2cc(CN(Cc3ccco3)C(=O)C3CCCCC3)c(=O)[nH]c2c1C	-0.7	-1	-1	21	92	-2	-1	0	101	-2	93
Cc1cc(C)cc(C(=O)NC(=S)Nc2ccc3[nH]c(=O)[nH]c3c2)c1	-0.2	-1	-5	13	93	-4	-2	2	102	0	103
NC(=O)C1CCN(S(=O)(=O)Cc2ccccc2Cl)CC1	0.1	0	1	21	102	-4	-1	0	101	0	97
Cc1nc2c3ccccc3nc(NNC(=O)CCC(=O)NC(C)C)n2n1	0.1	-10	-7	13	89	-7	-7	9	71	-4	83
CO/N=C/CC(=O)c1ccc(-c2ccccc2)cc1	-0.1	3	1	11	101	0	0	0	99	1	106
O=C(O)CCCC(=O)Nc1nc2n(n1)C(c1ccc(F)cc1)CC(c1ccc(Cl)cc1)N2 (configuration not stated)	0.7	-2	-3	16	94	-3	0	3	94	-6	100
Fc1ccc2c(c1)C(c1ccncc1)=NNC(c1ccccc1)=N2	1.0	-4	0	18	99	0	-9	13	100	-3	101
O=C(N/N=C/C=C/c1ccccc1)C1CC1c1ccccc1 (configuration not stated)	1.4	-1	-6	17	104	-3	-6	20	107	-4	105
C[C@@H]1CN(Cc2cn(C)nc2-c2cccc(Cl)c2)C[C@H](C)O1	1.0	-3	-4	15	104	-4	0	3	104	-3	103
CC(CN(C)Cc1ccccc1)OC(=O)C1COc2ccccc2O1 (configuration not stated)	-1.0	11	5	18	88	13	12	-1	80	6	84
Cc1ccc(NC(=S)NC(NC(=O)Cc2cccc3ccccc23)C(Cl)(Cl)Cl)cc1 (configuration not stated)	-0.6	-1	1	49	99	-9	-4	-2	100	1	97
Cn1ccc(O)c(C#N)c1=O	1.0	-3	-2	20	100	-4	-1	0	97	0	100
Fc1ccc(CSc2nc3ccccc3[nH]2)c2ccccc12	0.7	-2	-2	10	107	-2	-1	5	104	0	105
CCOC(=O)C(Cc1ccccc1)C(=O)Nc1ccc(NC(=O)C(Cc2ccccc2)C(=O)OCC)cc1 (configuration not stated)	0.3	-9	-1	19	98	-13	-2	9	99	0	93
CCOC(=O)N1CCC(NC(=O)c2cc(C(=O)Nc3ccc(F)cc3F)ccc2CO)CC1	0.2	-7	-8	21	101	-7	-2	4	101	1	99
COC(=O)c1ccc(CSc2nc(-c3ccco3)cc(C(F)(F)F)n2)o1	0.7	0	1	21	95	0	2	2	96	0	93
[O-]/[N+](=C\c1ccccc1)[C@@H]1CCCC[C@@H]1/[N+]([O-])=C/c1ccccc1	0.2	5	0	4	96	4	3	1	98	5	94
CCOc1ccc(OCC)c(NC(=O)CSCC(=O)O)c1	0.4	-3	-5	55	100	-2	-16	3	104	-2	97

A draw from above in order of SMILES length, descending.
SMILES	ABCB1 block	Bcl-2 Bim block	Bcl-B Bim block	GSH fluor	RGS4-Gao reg	Bim-Bfl-1	Bim-Bcl-XL	ABCG2 inh	RGS8-Gao	Bcl-W Bim block	RGS7-Gao reg
CCOC(=O)C(Cc1ccccc1)C(=O)Nc1ccc(NC(=O)C(Cc2ccccc2)C(=O)OCC)cc1 (configuration not stated)	0.3	-9	-1	19	98	-13	-2	9	99	0	93
CCOC(=O)N1CCC(NC(=O)c2cc(C(=O)Nc3ccc(F)cc3F)ccc2CO)CC1	0.2	-7	-8	21	101	-7	-2	4	101	1	99
O=C(N/N=C/C=C/c1ccccc1)C1CC1c1ccccc1 (configuration not stated)	1.4	-1	-6	17	104	-3	-6	20	107	-4	105
Fc1ccc(CSc2nc3ccccc3[nH]2)c2ccccc12	0.7	-2	-2	10	107	-2	-1	5	104	0	105
CCN1C(=O)N(CC)C2C1N(CO)C(=O)N2CO (configuration not stated)	-0.2	-2	-3	10	101	-5	-2	-1	104	-1	100

Going on with the list:
SMILES	ABCB1 block	Bcl-2 Bim block	Bcl-B Bim block	GSH fluor	RGS4-Gao reg	Bim-Bfl-1	Bim-Bcl-XL	ABCG2 inh	RGS8-Gao	Bcl-W Bim block	RGS7-Gao reg
O=C(O)C1CCN(c2ccc(S(=O)(=O)N3CCOCC3)cc2[N+](=O)[O-])CC1	-0.1	-1	1	10	98	0	0	0	101	1	103
O=C(Nc1ccccc1[N+](=O)[O-])C1C(c2ccccc2)=C1c1ccccc1	1.0	-15	-10	11	105	-7	-4	6	104	1	106
NS(=O)(=O)c1ccc(NS(=O)(=O)/C=C/c2ccccc2)cc1	1.0	-11	-14	31	101	-21	-8	11	99	-5	101
CC1CCc2c(sc3nc(CN4CCN(S(=O)(=O)c5ccccc5[N+](=O)[O-])CC4)[nH]c(=O)c23)C1 (configuration not stated)	3.7	-5	-4	12	84	-3	-6	22	75	-6	87
Cc1ncoc1C(=O)Nc1cccc(Cl)c1	0.4	-4	-5	15	97	-3	-4	5	101	1	98
COc1cc2c(cc1OC)CN(C(C)C(=O)N1CCc3ccccc31)CC2 (configuration not stated)	0.5	-8	-10	31	106	-15	-1	1	102	0	109
CSCC[C@H](NC(=O)OC(C)(C)C)c1nnc(SCc2ccc(F)cc2)o1	1.3	1	1	54	96	4	-6	7	91	2	98
O=C(CNC(=S)N(CCCN1CCOCC1)Cc1cccs1)NCCN1CCOCC1	-0.2	-2	-5	13	103	-12	-6	0	105	-3	101
O=C(NC1CCCC1)C1CC(=O)N(C2CCCCCCC2)C1 (configuration not stated)	0.2	-1	1	25	99	-2	0	0	99	-2	96
CC(=O)N1CC(c2ccccc2)C(c2ccc(Cl)cc2)=N1 (configuration not stated)	1.1	-11	-10	19	99	-7	-7	13	99	-7	97
CCOC(=O)C1=C(C)Nc2nc3ccccc3n2C1c1ccncc1 (configuration not stated)	0.9	2	0	5	100	-5	-8	1	102	0	97
CC(C)OC(=O)CN1C(=O)C(C)(C)Oc2ccc(C(=O)NC3CC3)cc21	1.1	1	-2	53	97	-6	-12	4	100	5	102
Cc1cc(C)cc(NC(=O)/C=C/c2ccc([N+](=O)[O-])s2)c1	-0.2	0	13	15	92	8	13	0	95	10	92
CC(C)NC(=O)COC(=O)C1CSC2(c3ccc(Br)cc3)CCC(=O)N12 (configuration not stated)	0.1	-3	-3	18	102	-6	-6	0	100	0	?
Cc1cc(/C=C(\C#N)C(=O)NC2CCCCCC2)c(C)n1C	1.7	-7	-4	15	105	-8	-6	10	105	-2	104
O=C(Nc1nsc(-c2ccccc2)n1)c1cccs1	0.1	-10	-8	18	89	-12	-6	2	75	1	87
C=CCNc1nc2ccccc2c(=O)[nH]1	0.1	-3	-2	13	97	-4	0	1	98	-2	97
O=C(CSc1ccc2ccccc2c1)NCc1cccs1	0.3	-4	-17	17	104	-15	-8	4	100	-8	104
Cn1cc(CC(=O)N2CCN(c3ccc(Cl)cc3)CC2)c2ccccc21	0.7	0	1	16	103	-2	5	5	106	2	100
CCC(=O)n1nc(-c2ccc(Cl)cc2)nc1SC	0.4	3	-7	16	94	-2	-1	1	88	2	94
Cc1cc(C)c(S(=O)(=O)c2ccccc2Cl)c(Cl)n1	0.9	-9	-7	13	92	-5	-1	3	86	-1	93
NC(=O)C1CCN(C(=O)CNC(=O)c2ccccc2)CC1	-0.3	-1	-2	16	102	-7	-4	-1	100	-3	99
CN(CC(=O)O)S(=O)(=O)c1ccc(F)cc1	0.2	-5	-5	70	99	-3	-7	0	97	-3	97
CCCN1C2=C(C(=O)CC(C)(C)C2)C(c2ccc(F)cc2)C2=C1c1ccccc1C2=O (configuration not stated)	0.0	-8	-9	13	97	-12	-4	0	99	-3	102
Cc1cccc(C)c1NC(=O)C(c1ccccc1)N1CCN(C(=O)c2ccco2)CC1 (configuration not stated)	2.1	-1	-4	27	118	-2	-4	2	115	-2	117
The listing continues:
SMILES	ABCB1 block	Bcl-2 Bim block	Bcl-B Bim block	GSH fluor	RGS4-Gao reg	Bim-Bfl-1	Bim-Bcl-XL	ABCG2 inh	RGS8-Gao	Bcl-W Bim block	RGS7-Gao reg
Cc1nn2c(C(F)(F)F)c3c(nc2c1-c1ccccc1)CCC3	0.7	-1	-4	10	103	-6	-2	3	102	0	102
O=C(N/N=C\c1ccccn1)c1ccccc1O	0.1	-3	-5	9	104	-4	0	15	106	1	107
O=[N+]([O-])c1ccc(N2CCN(CCO)CC2)cc1Sc1ccccn1	0.7	-1	-3	17	100	-5	-3	4	97	-1	102
COC(=O)CNc1nc(Cl)nc(Nc2ccc(Cl)cc2)n1	-0.1	1	0	10	103	0	1	0	105	1	103
COc1cccc(-c2ccc(C#N)c(SCC(=O)NCc3ccco3)n2)c1	0.7	0	-4	12	100	-3	0	13	102	0	102
CCOC(=O)c1ccc(NC(=O)CC2C(=O)N(c3ccc(F)cc3)C(=O)N2CCC(C)C)cc1 (configuration not stated)	2.5	-10	-2	49	114	-8	4	15	113	-3	105
CC1=CC(C)(C)NC(=S)N1c1ccc2ccccc2c1	0.3	-5	-3	6	100	-9	-3	2	100	-1	98
O=S(=O)(Nc1ccc(Cc2ccncc2)cc1)c1ccc(Cl)c(Cl)c1	0.4	-7	-7	13	97	-14	-6	0	101	1	95
COc1cccc(CNC(=O)C2CCN(S(=O)(=O)c3ccc4c(c3)CCC(=O)N4)CC2)c1	-0.6	8	10	21	110	7	10	-1	141*[activator]	10	111
COc1c2c(nc3occc13)C(CC=C(C)C)(OC)C(OC(C)=O)CC2 (configuration not stated)	0.3	0	-4	18	100	-5	-5	1	99	-2	101
